# NTR1 agonist – agonists of NTR1, primary screen, imaging, U2OS cells, beta-arrestin-GFP, high content (AID 493036). Neurotensin receptor type 1 (Homo sapiens), P30989. NTR1-U2OS beta-arrestin-GFP spot imaging, agonist mode. activation, % at 20 µM. 330,000 tested, 0.17% active;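 active = activation at or above 40% of the spot to cytoplasm intensity ratio, with at least 20 cells analyzed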;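 note: 0% = DMSO without peptide and 100% = 100 nM NTR1 peptide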
# Target sequence (P30989 whole entry, looked up): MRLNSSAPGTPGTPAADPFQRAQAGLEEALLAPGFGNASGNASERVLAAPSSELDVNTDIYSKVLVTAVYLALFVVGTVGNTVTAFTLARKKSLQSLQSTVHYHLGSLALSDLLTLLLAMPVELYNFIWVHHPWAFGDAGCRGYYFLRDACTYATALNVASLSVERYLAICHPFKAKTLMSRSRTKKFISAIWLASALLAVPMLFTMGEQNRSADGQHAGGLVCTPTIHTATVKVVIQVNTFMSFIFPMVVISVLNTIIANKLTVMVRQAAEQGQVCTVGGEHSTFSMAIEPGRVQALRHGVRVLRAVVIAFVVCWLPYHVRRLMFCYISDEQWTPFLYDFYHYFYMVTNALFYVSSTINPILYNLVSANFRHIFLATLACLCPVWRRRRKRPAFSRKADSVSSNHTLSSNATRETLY
# SIAH1 antagonists – Siah-1 peptide-binding antagonists, primary screen, biochemical, fluorescence polarization, rhodamine-plectin, uHTS (AID 1817); 290,000 tested, 0.02% active; Siah-1 / rhodamine-plectin peptide fluorescence polarization; higher % means a stronger effect; one-dose displacement, % at 20 µM; IC50 in µM for titrated hits; E3 ubiquitin-protein ligase SIAH1 (Homo sapiens);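 active = displacement of at least 50% at 20 µM, with a fluorescence ratio check between 0.3 and a set limit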;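 note: plate controls were Siah plus tracer with DMSO for no effect and tracer alone without Siah for full effect; strong numbers were not always called active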
# MgcRacGAP inhibition – MgcRacGAP GTPase-activating activity inhibitors, confirmation, biochemical, ADP Hunter fluorescence. Rac GTPase-activating protein 1 (Homo sapiens). MgcRacGAP-stimulated Rac1 GTP hydrolysis, ADP Hunter fluorescence; higher % means a stronger effect; GST-tagged Rac1 F28L mutant substrate. inhibition, % at 30 µM, or IC50 in µM where a hit was titrated. 340,000 tested, 0.6% active. AID 624330, 2012;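 active = first-screen hits whose inhibition reached a set limit at any dose in the follow-up dose series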;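 note: fluorescence reports GDP produced by GAP-driven GTP hydrolysis; strong numbers were not always called active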
# RSV CPE inhibition – RSV antiviral activity via CPE protection, HEp-2 cells, primary 10 µM value included (AID 2391) | HEp-2 cells, RSV-induced CPE inhibition; higher % means a stronger effect | CPE inhibition, % at 10 µM, or IC50 in µM where a hit was titrated | 310,000 tested, 0.13% active; in the data active = a potency from the dose series; note: strong numbers were not always called active
# West Nile antiviral – West Nile virus antiviral activity, cell-based, CPE readout (AID 1621); West Nile virus-infected cells, CPE inhibition; higher % means a stronger effect; CPE inhibition, % at 10 µM; hits with a dose series show IC50 in µM; 290,000 tested, 0.02% active; in the data active = a potency from the dose series; note: strong numbers were not always called active
# AID2073 – inhibitors of Mint1-CaV2.2 protein interaction, biochemical, HTRF (AID 2073) | Voltage-dependent N-type calcium channel subunit alpha-1B (Homo sapiens) | one-dose inhibition, % at 20 µM; IC50 in µM for titrated hits | 290,000 tested, 0.19% active | HTRF protein-protein interaction, Mint1-CaV2.2; higher % means a stronger effect; in the data active = inhibition mostly above about 51%, no sharp cut-off; note: some results filed as inactive read as strong as hits
# K1F lysis inhibition – inhibition of K1F phage lysis, E. coli UTI89, bacterial capsule biogenesis inhibitors, alamar blue (AID 488966); 340,000 tested, 0.02% active; inhibition, % at 100 µM; hits with a dose series show IC50 in µM; E. coli UTI89 K1F phage lysis, alamar blue, 2 h; higher % means a stronger effect;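 active = phage lysis inhibition, versus mean bacterial control, above a set limit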;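 note: capsule biogenesis inhibitors block K1F phage lysis so surviving cells raise fluorescence; higher fluorescence means more inhibition of phage lysis; actives were called in the ten point dose series up to 300 µM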
# SV40 large T antigen – SV40 large T antigen inhibitors, biochemical (AID 1903). SV40 large T antigen ATPase/helicase inhibition assay; higher % means a stronger effect. inhibition, % at 20 µM, or IC50 in µM where a hit was titrated. 310,000 tested, 0.39% active; in the data active = a potency from the dose series; note: strong numbers were not always called active
# NS5 inhibitors – Dengue-2 NS5 methyltransferase inhibitors, primary screen, biochemical, confirmation dose response (AID 588689). Genome polyprotein (Dengue virus type 2 (strain 16681-PDK53)). Dengue-2 NS5 methyltransferase capping enzyme assay, biochemical; higher % means a stronger effect. inhibition, % at 25 µM; hits with a dose series show IC50 in µM. 340,000 tested, 0.3% active; in the data active = a potency from the dose series
# NTR1 agonist cell count 20 µM – also measured in NTR1 agonist; calls as there; cell count; measured here: cell count, cytotoxicity flag
# NS5 inhibitors pilot replicate – recorded beside NS5 inhibitors, whose call it bears; inhibition, %; measured here: pilot screen replicate inhibition
# Active calls of the source: *; i = inactive; nt = no result given; [ ] = remark or other dose.
SMILES,NTR1 agonist,NTR1 agonist cell count 20 µM,SIAH1 antagonists,MgcRacGAP inhibition,RSV CPE inhibition,West Nile antiviral,AID2073,K1F lysis inhibition,SV40 large T antigen,NS5 inhibitors,others
O=C(Nc1cccc(-c2nc3ccccc3[nH]2)c1)c1ccco1,2.8,69,-3%,-12%,0.5%,1.6%,0%,-0.7%,15%,8%,NS5 inhibitors pilot replicate=2.1
CCCC12CN3CC(C)(CN(C1)C31C(=O)Nc3ccc(C)cc31)C2=O (stereo not drawn),-0.4,50,-4%,2%,0.0%,0.8%,-6%,0.2%,1%,0%,
CCC(=O)N(Cc1cc2ccc(C)cc2[nH]c1=O)c1ccccc1OC,1.3,55,1%,8%,1.9%,0.4%,6%,-0.1%,3%,-5%,NS5 inhibitors pilot replicate=0.9
CCN(CC)c1ccc(C(=O)OCC(=O)Nc2ccc3[nH]c(=O)[nH]c3c2)cc1,0.9,113,-7%,8%,0.5%,1.6%,33%,-0.3%,9%,9%,
O=C(NC(=O)c1ccccc1)Nc1cccc(S(=O)(=O)N2CCCCC2)c1,0.3,59,-1%,6%,1.6%,-1.3%,17%,0.2%,12%,1%,NS5 inhibitors pilot replicate=-6.1
c1ccc(-n2nnnc2SCCCSc2nc3ccccc3s2)cc1,3.6,57,0%,6%,15%,-0.6%,3%,2.4%,0%,-4%,
COc1ccc(/C=N/NC(=S)Nc2ccccc2)cc1,0.7,52,0%,4%,3.7%,-0.1%,-19%,1.1%,8%,2%,
COc1cc(CC(NC(C)=O)C(=O)NC2CCN(C(=O)Nc3ccccc3C)CC2)cc(OC)c1 (stereo not drawn),42*,51*,0%,1%,0.8%,-0.1%,-1%,0.0%,-3%,-7%,
CC(=O)c1cnc2nc(SCc3cccc(C)c3)nn2c1C,-0.4,41,-1%,3%,5.8%,-0.9%,7%,0.0%,5%,-4%,NS5 inhibitors pilot replicate=-1.2
Cc1nn(Cc2c(F)c(F)c(F)c(F)c2F)c(C)c1NC(=O)c1c(-c2ccccc2)nn(-c2ccccc2)c1C,1.5,78,-2%,6%,0.5%,0.8%,-7%,2.2%,2%,2%,
COC(=O)c1cc(=O)nc2sccn12,-0.4,46,5%,-7%,-0.2%,0.0%,16%,1.9%,6%,-2%,
CCOC(=O)c1[nH]c2ccc(OC)cc2c1NC(=O)N1CCOCC1,0.2,66,3%,26%,1.1%,0.0%,17%,0.2%,1%,nt,
O=C(Nc1ccc2c(c1)OCCO2)c1cncc(Br)c1,-1.3,73,1%,4%,1.0%,0.0%,-3%,0.2%,-1%,-2%,
COc1cccc(C(=O)NC2CCCN(C3Cc4ccccc4C3)C2)c1OC (stereo not drawn),1.2,68,6%,5%,5.3%,0.2%,19%,7.5%,24%,2%,
CCc1cccc(CC)c1NC(=S)Nc1ccccc1,0.8,90,-2%,1%,0.6%,-0.5%,29%,3.4%,-3%,nt,
COc1ccc([N+](=O)[O-])cc1N(CC(=O)Nc1ccccc1C(=O)N1CCCC1)S(C)(=O)=O,0.9,39,3%,1%,-0.1%,-0.4%,7%,0.5%,-14%,nt,
Cc1ccc(S(=O)(=O)N2CCN(C(=O)CCC(=O)NCc3ccc(F)cc3)CC2)cc1,1.9,35,2%,5%,-0.1%,0.4%,0%,1.6%[50 µM],5%,-10%,
Cc1ccccc1S(=O)(=O)Cc1ccc(C(=O)N2CCN(c3cccc(C)c3C)CC2)o1,2.4,38,4%,8%,15%,1.6%,22%,-0.4%,3%,3%,
CCOC(=O)c1c(-c2ccccc2)nnn1-c1nc(OCC)nc(N2CCCCC2)n1,14,64,7%,7%,17%,0.7%,2%,2.0%,-5%,-8%,
O=C(COc1ccc(F)cc1)NCC1CCCO1 (stereo not drawn),-0.4,85,1%,0%,0.9%,0.5%,-4%,5.3%,2%,-3%,
CCCNC(=O)CCn1nc(-c2ccc(C)cc2)c2ccccc2c1=O,-0.7,49,2%,7%,3.8%,-1.1%,9%,0.0%,-3%,-8%,
Cc1ccc(NC(=O)CC2C(=O)NCCN2C(=S)Nc2ccccc2)c(C)c1 (stereo not drawn),0.4,98,8%,3%,-1.1%,-1.1%,-41%,0.7%,-1%,7%,
O=C(c1ccccc1)c1ccc(COC(=O)c2cnccn2)cc1,0.6,44,8%,8%,1.5%,0.1%,-14%,-0.1%,23%,-1%,
O=C(N[C@@H](Cc1c[nH]c2ccccc12)C(=O)O)c1ccc(Cl)cc1,-0.2,43,-6%,11%,-0.4%,1.5%,-2%,0.3%,3%,0%,
O=C(c1cc2ccccc2oc1=O)N1CCCC1,0.5,76,1%,5%,0.0%,0.5%,-3%,0.2%,2%,-3%,
CC(=O)Oc1ccc(OC(C)=O)c2c1CC(C)=C(C)C2,-0.4,71,-1%,13%,5.8%,-0.6%,1%,-0.4%,-2%,1%,
CCCCCOC(=O)CCN1C(=O)/C(=C2\SC(=S)N(CCC(=O)OCCCCC)C2=O)SC1=S,0.1,54,-4%,8%,1.1%,-0.4%,-31%,-0.8%,7%,-2%,
COc1ccccc1N1CCN(C(=O)c2ccc3c(=O)n(Cc4ccc5c(c4)OCO5)c(=O)[nH]c3c2)CC1,1.0,65,-4%,-10%,16%,0.4%,13%,-0.1%,7%,4%,
CN(C)CCCN(C(=O)c1ccc(S(=O)(=O)N2CCOCC2)cc1)c1nc2cc3c(cc2s1)OCO3,0.7,68,3%,7%,0.9%,1.6%,12%,1.0%[50 µM],5%,-3%,
Cc1ccc(C)c(NC(=O)c2cc([N+](=O)[O-])cc([N+](=O)[O-])c2)c1,0.4,56,-4%,10%,0.6%,-1.1%,8%,1.0%,4%,nt,

# Structures shown so far containing a halogen:
SMILES,NTR1 agonist,NTR1 agonist cell count 20 µM,SIAH1 antagonists,MgcRacGAP inhibition,RSV CPE inhibition,West Nile antiviral,AID2073,K1F lysis inhibition,SV40 large T antigen,NS5 inhibitors,others
Cc1nn(Cc2c(F)c(F)c(F)c(F)c2F)c(C)c1NC(=O)c1c(-c2ccccc2)nn(-c2ccccc2)c1C,1.5,78,-2%,6%,0.5%,0.8%,-7%,2.2%,2%,2%,
O=C(Nc1ccc2c(c1)OCCO2)c1cncc(Br)c1,-1.3,73,1%,4%,1.0%,0.0%,-3%,0.2%,-1%,-2%,
Cc1ccc(S(=O)(=O)N2CCN(C(=O)CCC(=O)NCc3ccc(F)cc3)CC2)cc1,1.9,35,2%,5%,-0.1%,0.4%,0%,1.6%[50 µM],5%,-10%,
O=C(COc1ccc(F)cc1)NCC1CCCO1 (stereo not drawn),-0.4,85,1%,0%,0.9%,0.5%,-4%,5.3%,2%,-3%,
O=C(N[C@@H](Cc1c[nH]c2ccccc12)C(=O)O)c1ccc(Cl)cc1,-0.2,43,-6%,11%,-0.4%,1.5%,-2%,0.3%,3%,0%,

# Other records:
SMILES,NTR1 agonist,NTR1 agonist cell count 20 µM,SIAH1 antagonists,MgcRacGAP inhibition,RSV CPE inhibition,West Nile antiviral,AID2073,K1F lysis inhibition,SV40 large T antigen,NS5 inhibitors,others
O=C(O)c1ccc(S(=O)(=O)Nc2ccc(F)c(Cl)c2)cc1,0.9,50,1%,9%,4.4%,0.2%,-9%,0.1%,-3%,2%,
Fc1cc(F)cc(NC(=S)Nc2ccccc2N2CCOCC2)c1,-0.7,78,2%,13%,1.6%,0.1%,6%,0.2%,6%,2%,
CCOc1ccc(C(=O)CN2CCN(S(=O)(=O)c3ccc(F)cc3)CC2)cc1,0.9,56,-2%,-5%,0.7%,nt,-3%,1.0%[50 µM],6%,-1%,
CCCCn1c(NCc2ccccc2O)nc2ccccc21,0.8,77,2%,4%,0.9%,-0.3%,26%,i,9%,0%,
COc1ccccc1-c1sc2cc3c(cc2c1-c1ccc(OCCN2CCCCC2)cc1)OCO3,9.0,51,nt,12%,nt,nt,nt,-0.2%,nt,-3%,
CC(C)(C)NC(=O)CSc1nc2ccccc2c(=O)[nH]1,0.4,60,-1%,1%,1.3%,0.1%,4%,0.1%,8%,-6%,
CC(C)c1ccc(S(=O)(=O)N2CCN(C(=O)c3ccco3)CC2)cc1,-0.9,64,0%,0%,6.3%,-0.5%,3%,0.2%,6%,-4%,
O=C(CSc1ncn[nH]1)N(C1CCCCC1)C1CCCCC1,1.3,99,0%,6%,1.5%,1.3%,1%,0.2%,1%,-1%,NS5 inhibitors pilot replicate=-0.3
C/C(=N/OC(=O)c1ccc(Cl)cc1Cl)c1oc(C)nc1C,0.6,56,0%,-2%,nt,0.3%,-3%,-1.0%,6%,-5%,
COc1ccc(OC)c(S(=O)(=O)N2CCc3ccccc3C2)c1,2.0,50,-8%,11%,0.9%,-0.6%,9%,2.2%,-1%,nt,
CC(C)(C)c1nc2cc(Cl)c([N+](=O)[O-])cc2o1,2.5,73,7%,4%,1.1%,-0.7%,3%,0.0%,nt,2%,
O=P(CO)(Cc1ccccc1)Cc1ccccc1,-0.8,37,1%,5%,3.2%,-0.1%,-2%,0.3%,11%,-4%,
COc1ccc(NC(=O)C2CCN(C(=O)[C@@H]3Cc4ccccc4CN3C(=O)OC(C)(C)C)CC2)cc1,-0.7,59,0%,11%,1.1%,0.4%,0%,0.0%,10%,-7%,
COCCn1c(CN(Cc2ccccc2)Cc2ccccc2)nc2c1c(=O)n(C)c(=O)n2C,2.7,93,2%,5%,2.0%,-0.6%,-4%,6.1%,8%,1%,
CSCC[C@H](NC(=O)N1CCn2c1nc1ccccc12)C(=O)NC1CC1,-0.3,66,3%,14%,-0.9%,-0.8%,29%,0.0%,9%,-6%,
Cc1ccccc1NC(=O)/C(C#N)=C\c1ccsc1,1.1,50,-2%,0%,0.3%,-0.4%,5%,5.1%,15%,-4%,
CC(C)NS(=O)(=O)c1ccc(OCC(=O)Nc2cccc3ccccc23)cc1,-0.9,83,3%,2%,-0.1%,0.4%,-5%,4.5%,13%,9%,
COc1cc2nc(/C=C/c3ccc(N(C)C)cc3)sc2cc1SC,nt,nt,-6%,4%,11%,-0.8%,37%,0.2%,3%,25%,
CCOC(=O)c1sc(-c2ccccc2)cc1NC(=O)CSc1nnnn1C,6.1,49,1%,11%,-1.5%,1.6%,13%,-0.4%,2%,1%,
CCC(C)NC(=O)c1ccc(-n2c(=S)[nH]c3ccccc3c2=O)cc1 (stereo not drawn),-0.8,63,-5%,10%,1.8%,-0.2%,-19%,0.1%,27%,-6%,
CSc1cccc(NC(=O)c2nnn(Cc3ccccc3)c2N)c1,0.7,72,3%,8%,15%,0.1%,2%,0.3%,2%,-4%,
CC[C@H](C)[C@@H](NC(=O)O[C@@H]1C(=O)c2cc(Br)ccc2O[C@H]1c1cccc(OC)c1)C(=O)OC,-1.5,97,-2%,nt,1.7%,1.1%,-6%,nt,8%,nt,
COC(=O)[C@]1(C)N[C@H](c2ccc(SC3CCCCC3)c(OC)c2)[C@@H]2C(=O)N(C)C(=O)[C@@H]21,-0.9,48,nt,1%,0.1%,nt,nt,0.4%,-1%,-2%,
O=C(CSc1nc2c([nH]c3ccccc32)c(=O)n1-c1ccccc1)N1CCOCC1,5.2,56,8%,7%,-0.4%,-0.1%,0%,-1.2%,-2%,1%,
